# Screening data from PubChem BioAssay.
# HTR2A ag – mouse Htr2a agonists via beta-arrestin recruitment, primary screen, cell-based, luminescence | 5-hydroxytryptamine receptor 2A (Mus musculus), P35363 | CHO-K1 mHTR2A beta-arrestin complementation; percent of 30 µM serotonin response | activation, % at 7.6 µM | hit rate 0.66% among 360,000 | AID 624169, 2012;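 active = activation above a run cutoff, the mean activation of all tested compounds plus 3 SD, cut at about 14% in these data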;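 also: 0% = plate median of compound wells and 100% = 30 µM serotonin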
# Target sequence (P35363 whole entry, looked up): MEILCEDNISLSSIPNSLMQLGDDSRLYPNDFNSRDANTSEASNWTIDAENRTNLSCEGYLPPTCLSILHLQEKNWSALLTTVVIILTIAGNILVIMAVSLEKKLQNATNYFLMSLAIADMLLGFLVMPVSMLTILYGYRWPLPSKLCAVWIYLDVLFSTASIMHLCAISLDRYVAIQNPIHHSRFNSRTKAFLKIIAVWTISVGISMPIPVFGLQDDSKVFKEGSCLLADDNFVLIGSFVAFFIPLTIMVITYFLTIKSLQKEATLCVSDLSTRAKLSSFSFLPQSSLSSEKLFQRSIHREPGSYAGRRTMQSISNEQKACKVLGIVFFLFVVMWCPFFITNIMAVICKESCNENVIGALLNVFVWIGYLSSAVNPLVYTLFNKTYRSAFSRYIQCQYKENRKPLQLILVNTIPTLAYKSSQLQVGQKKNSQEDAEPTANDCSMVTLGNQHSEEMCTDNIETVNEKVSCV
# Cardio protect – cardioprotection against H2O2-induced cell death, primary screen, uHTS, H9c2 cells, ATPLite luminescence; hit rate 0.63% among 360,000; AID 588492, 2011; H9c2 cardiomyocytes, H2O2 injury protection, 2 h; protection from H2O2 cell death, % at 20 µM;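 active = compounds giving at least 50% protection of heart cells from peroxide-induced death in the single-dose screen, raw or plate-pattern-corrected value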;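 also: 0% = DMSO wells with peroxide and 100% = DMSO wells without peroxide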
# aDG glyco act – activators of alpha-DG glycosylation, primary screen, uHTS, Pro5-aDG cells, AlphaScreen; alpha-DG glycosylation AlphaScreen (IIH6); 0% Pro5, 100% B10-LARGE cell signal; activation, % at 10 µM; hit rate 0.22% among 360,000;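 active = activation of at least 8% versus controls, or a plate z-score of at least 8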;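 also: Pro5 are CHO cells carrying HIG-tagged alpha-DG that lacks glycosylation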
# MC4R antagonist – MC4R antagonists of cAMP signaling, primary screen, cell-based, TR-FRET, antagonist arm of biased-ligand search. Melanocortin receptor 4 (Homo sapiens), P32245. MC4R-expressing cells, MTII-stimulated cAMP, LANCE TR-FRET. inhibition, % at 6.5 µM. hit rate 0.48% among 360,000. AID 540295, 2011;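 active = inhibition above its plate's cutoff, the mean of tested wells on that plate plus 3 SD, cut at about 29% in these data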;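 also: 0% = Melanotan II alone and 100% = Melanotan II plus saturating MCL0020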
# Target sequence (P32245 whole entry, looked up): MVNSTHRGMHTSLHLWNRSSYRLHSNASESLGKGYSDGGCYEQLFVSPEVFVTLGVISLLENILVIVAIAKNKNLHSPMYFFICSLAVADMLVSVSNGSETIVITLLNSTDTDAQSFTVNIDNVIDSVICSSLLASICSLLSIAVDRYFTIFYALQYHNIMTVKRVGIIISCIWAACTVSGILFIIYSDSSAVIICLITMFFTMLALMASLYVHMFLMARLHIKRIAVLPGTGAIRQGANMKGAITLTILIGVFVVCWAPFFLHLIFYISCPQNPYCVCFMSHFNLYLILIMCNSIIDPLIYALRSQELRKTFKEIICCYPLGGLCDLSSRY
#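 Material – human MC4R-expressing U2OS cells · Repeats – no replicates · Detection – TR-FRET with Eu-cAMP and labeled anti-cAMP, 671 nm · Times – compound 30 min, challenge 1 h, detection 1 h · Compound – single nominal compound dose of 6.5 µM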
# Granule exo inh – LAMP-1 surface exposure blockers, TALL-104 cells – cell-based, flow cytometry, MLPCN library, primary screen | inhibition, % at 10 µM | TALL-104 LAMP-1 surface exposure; cells stimulated with thapsigargin and PMA | hit rate 0.66% among 360,000 | AID 651702, 2012;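 active = inhibition above about 55%, limit read from the data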
# ABCB6 inh 2 – ABCB6 transporter inhibitors, primary screen, K562-ABCB6 cells, flow cytometry, MLPCN library; K562-ABCB6 porphyrin accumulation, 1 h; active compounds read low; fluorescence ratio to DMSO, % at 10 µM; hit rate 0.19% among 360,000;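 active = fluorescence ratio to DMSO below 75%, the collection mean minus 3 SD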;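 also: signal is porphyrin accumulated inside mitochondria; 100% equals median channel fluorescence of DMSO control wells; lower ratio means ABCB6 inhibition with less porphyrin fluorescence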
# iPSC survival up – enhancers of single-cell hiPSC survival, primary screen, ATPlite luminescence. 100% = ROCK inhibitor wells, 0% = DMSO. survival enhancement, % at 20 µM. AID 602274, 2012. hit rate 0.044% among 360,000; in the data active = survival enhancement above about 18%;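 also: cells exposed to compounds for 16 hours before the ATP read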
# ABHD5 PLIN5 PPI – ABHD5-PLIN5 interaction inhibitors, primary screen, cell lysate, split luciferase complementation, luminescence; Split G. princeps luciferase complementation, 4 h; inhibition, % at 4 µM; Perilipin-5 (Homo sapiens) + 1-acylglycerol-3-phosphate O-acyltransferase ABHD5 (Homo …; hit rate 0.78% among 360,000;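 active = inhibition above the mean inhibition across every tested compound plus 3 SD, cut at about 22% in these data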;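 also: 0% = DMSO only wells and the 100% control is not disclosed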
# N-glyco inh – increase of ERlucT glycosylation luciferase signal, primary screen, N-linked glycosylation inhibitor project, D54 ERlucT cells, luminescence, set 2 | hit rate 0.23% among 360,000 | D54 ERlucT glycosylation luciferase reporter, 24 h; percent of 100 nM tunicamycin response | reporter increase, % at 12.5 µM | AID 588692, 2011;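 active = mean luciferase reporter signal, scaled so untreated is 0 and the glycosylation-blocking control 100, at or above a set limit in every replicate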;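 also: luciferase carries N-glycosylation sites so blocking glycosylation raises the light; 0% = median of neutral control wells and 100% = median of 100 nM tunicamycin wells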
# MC4R ag barr – MC4R agonists recruiting beta-arrestin, primary screen, cell-based, luminescence, agonist arm of biased-ligand search. activation, % at 8.9 µM. U2OS MC4R beta-arrestin complementation; percent of melanotan II response, DMSO zero. AID 540308, 2011. Melanocortin receptor 4 (Homo sapiens), P32245. hit rate 0.98% among 360,000;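 active = activation above a per-plate cutoff, the mean activation of sample wells on that plate plus 3 SD, cut at about 8% in these data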
# The depositor's hits bear a star; / = no result given. Random draw from the library; 4.5% or so of the library scored in one or more.
# Below each SMILES: HTR2A ag	Cardio protect	aDG glyco act	MC4R antagonist	Granule exo inh	ABCB6 inh 2	iPSC survival up	ABHD5 PLIN5 PPI	N-glyco inh	MC4R ag barr
- O=C(NC(=S)Nc1cc(C(F)(F)F)ccc1N1CCOCC1)c1ccco1
 : -4	-7	0.1	1	-2	99	-0.9	-1	1	-1.4
- CCCSc1ccc([C@@H]2[C@H]3C(=O)N(CC)C(=O)[C@H]3[C@]3(C(=O)OC)CCCN23)cc1OC
 : 1	-1	-0.4	3	-6	99	0.2	-5	0	-1.7
- Cc1[nH]n2c(=O)c3c(nc2c1-c1ccccc1)CCC3
 : -6	4	0.0	0	-10	84	4.0	4	1	-1.0
- Cc1sc(NC(=O)CN2CCOCC2)c(C(=O)c2ccccc2)c1C
 : -3	2	-0.1	5	0	104	-3.0	2	-1	-0.2
- CN(CCOc1ccc(Cl)cc1)C(=O)c1cc(-c2ccco2)nc2ccccc12
 : 3	6	-0.6	11	-1	98	0.4	0	-4	0.2
- O=C(O)C1C2CCC(O2)C1C(=O)Nc1ccc(F)cc1 (stereo not drawn)
 : -5	19	0.0	5	-2	102	-4.5	7	1	-1.1
- COCc1nc2oc3ccc(C)cc3c(=O)c2cc1C(=O)OC
 : -5	-10	0.2	3	-2	100	-0.2	-7	-1	-1.9
- COc1ccc(NC(=O)C[C@H]2C(=O)N(CCc3ccccc3)C[C@@H]2Cc2ccccc2)cc1
 : -1	-1	-0.1	6	-3	97	-3.3	0	-1	-0.7
- Cc1cc(C)cc(NC(=O)Cn2nnc(C(=O)NCc3ccco3)c2N)c1
 : 1	1	0.3	-10	-1	105	-0.4	1	2	-1.5
- Cn1c(SCC(=O)Nc2ccc3c(c2)OCCO3)nnc1-c1cccnc1
 : -1	7	-0.2	5	8	100	0.1	6	3	-3.0
- COc1ccc(N2CCN(S(=O)(=O)c3cc(C)ccc3OC)CC2)cc1
 : 1	-2	0.0	-5	0	104	0.6	1	-3	-2.1
- Cc1ccc(C)n1-c1ccc(C(=O)NCc2cccnc2)cc1
 : 4	-2	0.1	13	0	97	-0.7	6	8	0.4
- O=c1[nH]cnc(O)c1Nc1cccc(Cl)c1
 : 11	2	-0.2	4	-8	107	-0.6	-6	0	-0.5
- CCOc1ncccc1C(=O)NCc1ccccc1Cl
 : 8	-2	-0.2	-4	1	95	4.4	10	-3	0.0
- CCN1CCN(C(=O)C23CCC(C)(C(=O)C2Br)C3(C)C)CC1 (stereo not drawn)
 : -3	5	-0.1	0	0	104	-0.4	-6	1	1.0
- CC(C)(C)c1ccc(C(=O)NCCCn2ccnc2)cc1
 : -1	5	0.0	0	-6	96	0.3	3	-1	-1.6
- C=CCNC(=S)Nc1ccc2nc(C)c(C)nc2c1
 : 3	1	-0.1	6	2	95	-2.9	7	2	-1.3
- CC(C)=CCN1CCN(Cc2cccn2-c2nccs2)CC1CCO (stereo not drawn)
 : -3	1	0.0	12	0	98	-0.5	2	1	-1.4
- CC1CCc2nc3ccc(S(=O)(=O)N4CCC(C(=O)N5CCCCC5)CC4)cc3c(C(=O)O)c2C1 (stereo not drawn)
 : -3	4	-0.1	-4	-3	100	0.5	2	0	-0.8
- OCC1OC(n2cnc3c(N4CCCCC4)ncnc32)C(O)C1O (stereo not drawn)
 : 1	-4	-0.1	12	-10	97	-2.5	0	1	-0.9
- COc1ccc(C(CNC(=O)C(C)Oc2ccc(Br)cc2)N2CCOCC2)cc1 (stereo not drawn)
 : -7	-4	0.1	6	-2	94	-0.2	0	1	-1.8
- O=C(N/N=C/c1cccnc1)C1CC1(c1ccccc1)c1ccccc1 (stereo not drawn)
 : -3	3	0.8	7	-4	100	-1.8	10	-1	4.7
- COc1ccc(Nc2c(C3CC3)nc3nc(C)cc(C)n23)cc1
 : 4	/	0.1	/	-2	104	0.1	6	/	/
- Cc1nn(Cc2cccc(C(=O)NC34CC5CC(CC(C5)C3)C4)c2)c(C)c1Br
 : -3	-11	0.0	5	-1	91	1.8	-1	-2	1.2
- Cc1nc2c(-c3ccccc3)c(C)nn2c(SCC(N)=O)c1Cc1ccccc1
 : -1	-2	0.0	13	6	95	3.2	3	-2	0.9
- CCn1c(SCc2ccc(OC)cc2)nnc1-c1ccncc1
 : 0	16	0.0	4	8	95	6.9	1	7	0.1
- O=C1N=C2SCCN2/C1=C\c1c(Cl)cccc1Cl
 : -5	-6	-0.1	21	2	100	6.8	-13	2	-0.3
- CCCCOc1ccc(-c2nnc(-c3ccco3)o2)cc1
 : 0	-9	0.4	0	0	100	-0.9	-1	-11	-1.3
- CCCN(CC(=O)Nc1ccccc1C)C(=O)Cc1c[nH]c2ccccc12
 : 2	-6	-0.1	15	0	103	-0.5	6	2	0.2
- Cc1cccc(N2CCN(c3cccc(C)c3)C2c2cccnc2)c1
 : -4	-8	-0.3	-2	0	96	1.9	-4	-1	1.1
- Cc1cccc(C)c1NC(=O)CN1C(=O)CCSc2ccc(S(=O)(=O)N3CCCC3)cc21
 : -8	-6	0.2	6	18	109	-0.5	-2	-1	-0.8
- COc1ccc(-n2nnnc2C(c2ccnc3ccccc23)N2CCN(C/C=C/c3ccccc3)CC2)cc1 (stereo not drawn)
 : -8	0	-0.1	/	3	95	-2.3	13	2	/
- O=C(COC(=O)Cn1cc(C(F)(F)F)ccc1=O)NCc1ccccc1
 : -2	-2	0.0	7	1	94	-0.1	-7	1	-2.4
- CCn1nc(C(=O)OCC(=O)Nc2ncc(Cl)c(C)c2Cl)c2ccccc2c1=O
 : 1	1	0.1	14	-9	103	-0.5	2	-1	0.3
- O=C(c1ccc2c(c1)OCO2)N1CCN(c2ccc(F)cc2)CC1
 : -5	0	0.0	1	2	94	0.3	-8	3	0.1
- COc1ccc2nc(N)sc2c1
 : 0	2	0.1	2	-1	99	0.5	-9	0	1.3
- Cn1cnnc1SCC(=O)Nc1ccc(OCc2ccccc2)cc1
 : -5	-13	0.7	8	0	101	-0.9	-4	1	-1.5
- Cc1ccc(S(=O)(=O)N2CCCC(C(=O)O)C2)s1 (stereo not drawn)
 : -2	0	0.3	5	-5	100	-0.5	5	0	-0.1
- CNC(=O)N1c2ccccc2CCc2ccccc21
 : -4	2	0.0	8	-2	98	-0.5	7	0	-1.9
- C=CCn1c(COc2ccc(F)cc2)nnc1SCC(=O)NC1CCCC1
 : -12	-4	0.0	7	-7	98	-0.1	2	0	-1.5
- COc1ccc(NS(=O)(=O)c2cc3c4c(c2)CCN4C(=O)CC3)cc1OC
 : -2	-7	0.0	-1	2	104	0.8	-4	0	1.2
- Cc1ccc(S(=O)(=O)N2CCOCC2)cc1C(=O)OCc1nnc(-c2ccccc2)o1
 : 3	0	0.2	6	-2	97	1.1	4	-3	0.2
- CCc1ccccc1OCC(=O)Nc1nc(-c2cccnc2)cs1
 : -7	45	1.0	10	0	95	-0.6	-2	-1	-3.2
- CSc1ccc(/C=C/C(=O)c2ccc(O)cc2)cc1
 : -8	-22	1.4	-4	11	91	-1.6	10	6	-0.3
- CCc1nnc(NC(=O)Nc2ccccc2OC)s1
 : 3	12	-0.2	0	0	97	0.8	-1	2	-0.6
- Cc1ccc2nc(COC(=O)c3cnccn3)cc(=O)n2c1
 : 4	9	-0.2	8	-1	100	-0.1	-2	3	-0.8
- c1cn(CCCNc2ncnc3sc4c(c23)CCC4)cn1
 : 9	1	0.2	-4	9	106	-2.5	-1	-1	-1.5
- CCOCCCn1c(=S)[nH]c2cc(C(=O)NCc3ccc(F)cc3)ccc2c1=O
 : 1	-4	-0.1	-2	2	101	-0.3	4	-2	0.2
- CC(=O)N1c2ccc(S(=O)(=O)NCCC(=O)NCc3ccc(Cl)cc3)cc2CC1C (stereo not drawn)
 : -1	-6	-0.4	4	10	99	-0.3	-10	-4	-3.2
- COC(=O)c1ccc(Cn2nc(C)c([N+](=O)[O-])c2C)o1
 : -7	34	0.4	-5	-12	97	-1.8	-3	-1	-2.4
- Cc1ccc(NC(=O)CN(C)C(=O)COC(=O)c2nc3nccc(C)n3n2)cc1
 : -1	4	0.0	-4	0	98	1.4	8	2	-0.4
- Cc1ccc(C(=O)N/N=C\C2CC=CCC2)cc1[N+](=O)[O-] (stereo not drawn)
 : -8	5	-0.2	-2	0	99	-0.4	-5	0	-2.2
- Cc1cc(OCc2cc(C(=O)N(Cc3nccn3C)C(C)C)no2)cc(C)c1Cl
 : 2	-2	0.4	3	-3	92	-0.4	18	2	1.1
- CN(Cc1cccs1)C(=O)c1ccc(S(=O)(=O)NCc2ccco2)cc1
 : -4	0	0.0	-4	-2	82	0.0	-5	-3	0.5
- Cc1ccccc1NC(=O)COC(=O)CCC(=O)c1cccs1
 : 3	8	0.0	8	3	100	-0.4	-4	-2	-2.4
- O=C(Oc1ccc(C(=S)N2CCC(O)CC2)cc1)c1ccc(Cl)cc1
 : -1	-18	0.9	-2	-5	112	-2.0	-5	0	-1.6
- Cc1cc(C(=O)N/N=C/c2cccnc2)c(C)o1
 : -3	-3	-0.1	1	-1	102	-0.9	5	1	-2.4
- Cc1cccc(NC(=S)Nc2ccc(N3CCOCC3)cc2)c1C
 : -1	-1	-0.4	17	1	101	-1.5	-6	5	3.5
- COc1ccc(C2CC(c3cccc([N+](=O)[O-])c3)=NN2/C(C)=C/C(C)=O)cc1 (stereo not drawn)
 : -5	7	-0.1	0	-5	157	-1.6	6	0	-1.2
- O=C1Nc2ccccc2C1C(C[N+](=O)[O-])c1ccccc1 (stereo not drawn)
 : 4	-2	0.0	2	-17	97	-0.6	3	1	-1.7

# Going on with the list.
# Below each SMILES: HTR2A ag	Cardio protect	aDG glyco act	MC4R antagonist	Granule exo inh	ABCB6 inh 2	iPSC survival up	ABHD5 PLIN5 PPI	N-glyco inh	MC4R ag barr
- COCCn1nnnc1C(c1cccs1)N1CCCC(C)C1 (stereo not drawn)
 : 2	-10	0.0	2	14	91	0.0	1	1	-1.8
- Cc1ccc(CNC(=O)C2CSC3(C)CCC(=O)N23)cc1 (stereo not drawn)
 : -2	3	0.0	13	2	103	3.3	3	2	-1.4
- CC(=O)Nc1cccc(-c2nnc(SCc3ccccc3C#N)n2C)c1
 : -4	5	-0.2	2	2	98	-0.5	3	-1	-1.6
- Cc1cc([N+](=O)[O-])cc(C)c1OCC(=O)N/N=C/c1ccc(OC(=O)c2ccccc2)cc1
 : 0	3	0.1	-2	-2	102	-0.9	4	2	-0.2
